Granule exo inh: lytic granule exocytosis inhibition | inhibition, % at 10 µM | AID 651702 | TALL-104 LAMP-1 surface exposure, flow cytometry; cells stimulated with thapsigargin and PMA | 360,000 compounds, 0.66% hits;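 active = inhibition above about 55%, limit read from the data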
N-glyco inh: N-linked glycosylation inhibition | D54 ERlucT glycosylation luciferase reporter, 24 h; percent of 100 nM tunicamycin response | 360,000 compounds, 0.23% hits | reporter increase, % at 12.5 µM;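 active = mean luciferase reporter signal, scaled so untreated is 0 and the glycosylation-blocking control 100, at or above a set limit in every replicate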;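 also: luciferase carries N-glycosylation sites so blocking glycosylation raises the light; 0% = median of neutral control wells and 100% = median of 100 nM tunicamycin wells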
CaV13 ICDI inh: Primary screen for inhibitors of IQ motif and Ca2+-dependent inactivation inhibitor domain binding in CACNA1D, Förster resonance energy transfer in living cells, …; HEK cells, CFP/YFP FRET ICDI-IQ, plate reader, 10 min; percent FRET-ratio fall versus neutral wells; inhibition, % at 12.3 µM; 340,000 compounds, 0.098% hits;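 active = mean replicate inhibition of at least 30% and at least 1% of replicates passing that level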;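 also: 0% = median of the neutral control wells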
ABCB6 inh MLPCN: blocks the human ABCB6 transporter; Q9NP58; K562-ABCB6 porphyrin accumulation, flow cytometry, 1 h; hits give low values; fluorescence ratio to DMSO, % at 10 µM; 360,000 compounds, 0.19% hits; AID 602162;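 active = fluorescence ratio to DMSO below 75%, the collection mean minus 3 SD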;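 also: signal is porphyrin accumulated inside mitochondria; 100% equals median channel fluorescence of DMSO control wells; lower ratio means ABCB6 inhibition with less porphyrin fluorescence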
H9c2 protect: myocardial damage modulation in H9c2 cells; H9c2 cardiomyocytes, H2O2 injury protection, ATPLite, 2 h; protection from H2O2 cell death, % at 20 µM; 360,000 compounds, 0.63% hits;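 active = compounds giving at least 50% protection of heart cells from peroxide-induced death in the single-dose screen, raw or plate-pattern-corrected value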;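 also: 0% = DMSO wells with peroxide and 100% = DMSO wells without peroxide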
hiPSC survival: hiPSC single-cell survival enhancement | ATPlite luminescence; 100% = ROCK inhibitor wells, 0% = DMSO | survival enhancement, % at 20 µM | 360,000 compounds, 0.044% hits | AID 602274; in the data active = survival enhancement above about 18%;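 also: cells exposed to compounds for 16 hours before the ATP read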
HTR2A ag: agonists of mouse serotonin 5-HT2A receptor (HTR2A). P35363. CHO-K1 mHTR2A beta-arrestin complementation, luminescence; percent of 30 µM serotonin response. activation, % at 7.6 µM. 360,000 compounds, 0.66% hits. AID 624169;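 active = activation above a run cutoff, the mean activation of all tested compounds plus 3 SD, cut at about 14% in these data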;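 also: 0% = plate median of compound wells and 100% = 30 µM serotonin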
Target sequence (P35363 whole entry, looked up): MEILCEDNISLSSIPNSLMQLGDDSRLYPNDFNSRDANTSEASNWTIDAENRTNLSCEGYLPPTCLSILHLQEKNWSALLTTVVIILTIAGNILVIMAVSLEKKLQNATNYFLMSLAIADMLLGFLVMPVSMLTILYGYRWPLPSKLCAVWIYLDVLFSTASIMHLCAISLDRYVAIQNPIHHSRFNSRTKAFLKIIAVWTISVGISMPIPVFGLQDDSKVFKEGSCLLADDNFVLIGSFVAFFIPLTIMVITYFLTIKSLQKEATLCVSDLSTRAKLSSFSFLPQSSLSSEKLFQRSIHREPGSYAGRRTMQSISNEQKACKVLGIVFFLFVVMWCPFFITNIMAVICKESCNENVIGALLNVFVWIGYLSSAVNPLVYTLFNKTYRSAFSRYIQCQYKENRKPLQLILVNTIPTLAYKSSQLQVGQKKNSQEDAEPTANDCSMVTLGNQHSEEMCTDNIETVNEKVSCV
PDI turbidity: inhibitors of human protein disulfide isomerase; P07237; PDI insulin aggregation turbidity, A650, 90 min; inhibition, % at 10 µM; 350,000 compounds, 0.052% hits;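 active = mean inhibition across replicates of 30% or more, whatever share of single replicates reach that level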;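 also: absorbance from insulin aggregation driven by PDI reduction with DTT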
Target sequence (P07237 whole entry, looked up): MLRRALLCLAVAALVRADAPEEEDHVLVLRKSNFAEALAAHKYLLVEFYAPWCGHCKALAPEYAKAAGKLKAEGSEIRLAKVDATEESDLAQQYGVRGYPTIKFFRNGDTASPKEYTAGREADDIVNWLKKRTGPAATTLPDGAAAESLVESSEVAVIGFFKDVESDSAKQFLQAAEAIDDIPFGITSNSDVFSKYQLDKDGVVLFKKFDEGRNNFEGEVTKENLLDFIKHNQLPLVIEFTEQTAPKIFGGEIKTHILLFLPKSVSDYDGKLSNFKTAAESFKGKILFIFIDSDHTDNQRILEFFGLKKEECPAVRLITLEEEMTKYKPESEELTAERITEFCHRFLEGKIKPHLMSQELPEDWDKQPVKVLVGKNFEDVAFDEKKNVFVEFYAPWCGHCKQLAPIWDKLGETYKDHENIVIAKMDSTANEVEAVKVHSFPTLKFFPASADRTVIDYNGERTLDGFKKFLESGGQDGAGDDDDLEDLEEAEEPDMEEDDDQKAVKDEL
aDG glyco up: increases alpha dystroglycan glycosylation; Pro5-aDG cells, alpha-DG glycosylation AlphaScreen (IIH6); 0% Pro5, 100% B10-LARGE cell signal; activation, % at 10 µM; 360,000 compounds, 0.22% hits;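 active = activation of at least 8% versus controls, or a plate z-score of at least 8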;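 also: Pro5 are CHO cells carrying HIG-tagged alpha-DG that lacks glycosylation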
Vif imaging: blocks HIV Vif function; inhibition, % at 7.49 µM; HEK293T cells, Vif self-association by quenched fluorescence, imaging, 24 h; 340,000 compounds, 0.35% hits; in the data active = inhibition above about 50%, passing the limit was not always enough; also: some results filed as inactive read as strong as hits
The depositor's hits bear a star; . = not tested or not shown.

Values in the order – Granule exo inh	N-glyco inh	CaV13 ICDI inh	ABCB6 inh MLPCN	H9c2 protect	hiPSC survival	HTR2A ag	PDI turbidity	aDG glyco up	Vif imaging
> COc1ccc(C(=O)OCC(=O)NC(=O)NCc2ccccc2)cc1[N+](=O)[O-]
    3	1	-7	92	-10	-0.2	2	6	0.2	-2
> O=S(=O)(Nc1cnc2ccccc2c1)N1CCCCCC1
    -3	0	0	93	-19	-2.0	-1	-3	1.3	-9
> CC(=O)c1cc2c(s1)-c1cc(F)ccc1OC2
    2	-1	-11	93	-2	-0.1	-6	11	0.0	-12
> Cc1ccccc1NC(=S)N(Cc1ccco1)C(C)c1ccccn1 (centres undefined)
    -1	2	-5	96	4	-0.6	-4	-5	0.0	9
> CN1CCCC(n2nc(Cc3ccc(Cl)cc3)c3ccccc3c2=O)CC1 (centres undefined)
    4	1	-6	96	-21	-2.2	0	2	0.9	1
> O=C(NCCc1cccc(Cl)c1)c1cccc(-n2cnnn2)c1
    -1	0	-7	98	1	0.9	-4	1	0.7	-3
> COc1ccc(CN(CC(O)COCc2ccccc2)S(=O)(=O)c2ccccc2Br)cc1 (centres undefined)
    10	-2	-4	101	0	-1.7	-3	-1	0.1	.
> O=C(NCc1ccc(Cl)cc1)C1CCN(c2cnccn2)CC1
    3	1	-6	99	2	-2.3	2	-1	0.7	-5
> CCCc1cc(=O)oc2c(C)c(OC(C)C(=O)NCC(O)c3ccccc3)ccc12 (centres undefined)
    -3	1	-7	94	2	-0.3	-4	3	0.0	-9
> COc1cc(C(=O)NC(=S)NCc2ccncc2)cc(OC)c1OC
    -2	1	-15	103	-2	-0.4	-2	-2	0.1	.

Other compounds.
Values in the order – Granule exo inh	N-glyco inh	CaV13 ICDI inh	ABCB6 inh MLPCN	H9c2 protect	hiPSC survival	HTR2A ag	PDI turbidity	aDG glyco up	Vif imaging
> COc1cc(Cl)ccc1OCc1cc(C(=O)N2CCN(c3ccccn3)CC2)no1
    -7	1	-3	98	-4	-0.1	-1	4	0.0	-11
> O=C(Nc1nc(-c2ccncc2)cs1)C1c2ccccc2Oc2ccccc21
    2	-2	-5	96	-2	-1.5	-5	5	0.1	-12
> CC[C@]12c3[nH]c4cc(CCC(=O)N(C)C)ccc4c3CCN1C(=O)[C@@H](CC(=O)NC(C)(C)C)C[C@@H]2C(=O)N1CCN(C(=O)c2ccco2)CC1
    -1	1	-6	101	8	0.3	-2	10	-0.3	.
> CC1=C(C(=O)N(C)C)CC(CC(=O)NC2CCCCC2)C(=O)N1Cc1ccc(C(C)(C)C)cc1 (centres undefined)
    -1	6	-1	99	-8	8.3	6	4	-0.1	.
> CC(C)(C)S(=O)N1Cc2cc(C(=O)NCc3ccc(Oc4ccccc4)cc3)nc(-c3cccc(-c4cc5ccccc5o4)c3)c2[C@H]1CCO (some centres undefined)
    -2	-2	-4	106	-7	0.1	0	.	0.6	.
> CC1CCN(S(=O)(=O)c2ccc(Cl)s2)CC1
    -4	0	.	96	-4	4.8	-7	0	0.0	-6
> Cc1ccc(-c2nc3ccccc3[nH]2)cc1NC(=S)NC(=O)c1ccccc1Br
    -2	1	.	100	-8	1.0	0	4	0.2	-20
> O=C(Cc1ccc(S(=O)(=O)N2CCCCC2)s1)Nc1ccc(F)c(F)c1
    4	-2	-5	100	-27	-1.8	-7	14	0.7	-11
> Cc1ccc2nc(-c3ccccn3)oc2c1
    -1	-13	-1	92	-27	-4.8	1	-2	0.0	9
> COc1cc(NC(=O)CC(C)C)ccc1NC(=O)c1ccco1
    6	1	-8	99	4	-1.7	-3	1	-0.1	-5

(more compounds)
Values in the order – Granule exo inh	N-glyco inh	CaV13 ICDI inh	ABCB6 inh MLPCN	H9c2 protect	hiPSC survival	HTR2A ag	PDI turbidity	aDG glyco up	Vif imaging
> CCc1ccc(NC(=O)Nc2cnccn2)cc1
    -3	0	-2	102	-8	0.5	8	-5	-0.1	-5
> C=CCSc1nnc(NC(=O)CSc2nc(CCC)cc(=O)[nH]2)s1
    -2	1	-5	98	-18	-1.6	4	12	0.1	-8
> O=[N+]([O-])c1cc(C(F)(F)F)cc([N+](=O)[O-])c1Sc1n[nH]c(C(F)(F)F)n1
    -2	-1	-2	95	0	1.1	3	1	0.1	1
> O=C(c1ccccc1-c1ccccc1)N1CCCCC1
    4	0	-4	103	0	1.8	-4	-6	0.1	0
> OC(COCc1ccc2c(c1)OCO2)CN1CCCCC1 (centres undefined)
    -3	0	-4	97	-7	-2.0	3	2	0.1	-1
> O=C(CSc1ccccn1)Nc1ccc(N2CCOCC2)cc1
    -3	2	5	101	1	-0.6	-3	5	-0.2	-6
> O=C(CSc1nc(Nc2ccccc2)nc(N2CCOCC2)n1)N1CCc2ccccc21
    4	-2	.	105	4	3.8	-5	-5	-0.1	.
> O=C(COc1ccc(F)cc1)Nc1ccc(-n2cnnn2)cc1
    5	1	-6	86	5	1.4	-3	-2	0.1	-3
> COc1ccccc1C(=O)Nc1cccc(N(C)S(C)(=O)=O)c1
    -13	1	0	95	3	-1.0	5	10	-0.3	7
> N#CC1C=Cc2c(ccc3ccccc23)N1C(=O)c1ccccc1 (centres undefined)
    7	7	-7	92	-5	0.6	0	1	-0.3	9

Additional records
Values in the order – Granule exo inh	N-glyco inh	CaV13 ICDI inh	ABCB6 inh MLPCN	H9c2 protect	hiPSC survival	HTR2A ag	PDI turbidity	aDG glyco up	Vif imaging
> O=C(COC(=O)c1cc(Cl)ccc1O)NCC1CCCO1 (centres undefined)
    0	1	-5	99	4	-0.6	0	-1	-0.2	-10
> NS(=O)(=O)c1ccc(N/N=C/c2ccncc2)cc1
    -11	3	-4	99	1	0.1	-9	-23	-0.1	13
> c1cc2[nH]snc2c2nc(C3CC3)nc12
    1	-12	-7	97	86*	0.1	2	-3	-0.2	-6
> O=C(CC1C(=O)NCCN1Cc1cccc(C(F)(F)F)c1)NC1CCCCCC1 (centres undefined)
    1	1	.	103	-2	-0.3	-4	0	-0.1	-5
> C=CCN(c1ccccc1)S(=O)(=O)c1cccc(C(=O)O)c1
    -1	2	.	111	2	4.7	-2	2	0.1	.
> Cc1ccccc1NC(=O)c1sc2nc3c(c(-c4ccco4)c2c1N)CCCC3
    0	-2	-24	105	11	-1.3	1	-1	0.4	29
> CCC(c1nnc(SCC(=O)N2CCOCC2)n1C1CCCCC1)N(C)C (centres undefined)
    -3	1	2	97	2	-0.3	-2	12	0.1	-12
> COc1ccc(C2C3=C(CC(C)(C)CC3=O)N(CC(=O)O)C3=C2C(=O)CC(C)(C)C3)cc1OC
    3	3	-4	103	5	-0.6	0	6	0.1	-2
> COC(=O)c1cnn(-c2ccc(F)cc2F)c1/C=N/NC(N)=S
    -2	0	-5	90	2	-0.8	5	8	0.2	3
> CC(C)(C)Cc1nnc(NC(=O)c2cc(-c3ccccc3)nc3ccccc23)s1
    -5	3	-3	105	-6	-0.8	-2	4	-0.1	-9

Additional structures
Values in the order – Granule exo inh	N-glyco inh	CaV13 ICDI inh	ABCB6 inh MLPCN	H9c2 protect	hiPSC survival	HTR2A ag	PDI turbidity	aDG glyco up	Vif imaging
> Cc1nn(-c2ccc(F)cc2)c(Cl)c1C(=O)OC(C)C(=O)N(C)C1CCCCC1 (centres undefined)
    -1	-4	-2	100	-4	2.7	-7	-2	0.4	0
> O=[N+]([O-])c1ccc(N2CCN(c3ccc(Cl)nn3)CC2)c(Cl)c1
    -2	-3	-5	91	-2	-0.7	-2	2	0.3	10
> COc1cc(C(=O)Oc2cccc(/C=N/NC(=O)c3cc(C)[nH]n3)c2)cc(OC)c1OC
    10	2	-5	91	30	-0.5	4	0	-0.1	-6
> COc1ccc(C(=O)NC(C)Cc2cnccn2)cc1OC1CCN(C(C)C)CC1 (centres undefined)
    0	1	-2	96	8	0.6	-3	6	-0.1	3
> Cc1cc(N=Nc2ccccc2C(=O)O)c(C)c(C)c1O
    6	2	-2	100	-12	-0.9	1	10	0.1	-2
> CCOC(=O)c1cc(S(=O)(=O)NC2CCCCC2)cn1C
    -2	-1	-14	102	-5	0.6	1	7	0.0	-3
> CCCCNC(=O)c1[nH]c(=O)cnc1-c1ccccc1
    1	-1	-3	98	0	-0.8	-1	.	-0.2	0
> CC(C)(C)c1ccc(C2=CSC3=NCCN23)cc1
    5	-3	-3	98	-13	0.2	3	2	0.0	7
> CC(=O)N(CN1C(=O)c2ccccc2C1=O)c1ccc2c(c1)oc1ccccc12
    -2	2	-3	103	9	0.7	2	27	0.1	7
> COc1ccccc1CNC(=O)CCCn1nc(C)c2c(C)n(-c3ccccc3)nc2c1=O
    -4	5	-3	104	2	-0.4	3	1	0.1	6

Carrying on.
Values in the order – Granule exo inh	N-glyco inh	CaV13 ICDI inh	ABCB6 inh MLPCN	H9c2 protect	hiPSC survival	HTR2A ag	PDI turbidity	aDG glyco up	Vif imaging
> CCc1ccc(NC(=O)c2n[nH]c(=O)c3ccccc23)cc1
    -1	-3	3	98	-4	0.7	0	0	0.2	-5
> CC1=C(C(N)=O)C(c2cccs2)n2nc(-c3cccc(C)c3)nc2N1 (centres undefined)
    1	1	-8	87	8	2.8	-2	3	-0.1	0
> CCSCc1nnc(SCC(=O)Nc2ccc(OC)cc2)n1C
    -1	2	1	101	4	0.9	2	-5	-0.1	-1
> COc1ccnc(NCc2cccc(C(F)(F)F)c2)c1C#N
    0	-1	-7	95	2	-2.0	1	-6	0.0	7
> O=C(CN1CCCN(Cc2ccc(F)cc2Cl)C1=O)NCc1ccccc1
    2	-3	.	111	10	1.4	-3	-1	0.1	0
> CC1CN(C(=O)c2cccc(Oc3ccccc3)c2)CC(C)O1 (centres undefined)
    5	1	-5	90	-2	-0.5	1	0	0.0	1
> CCOC(=O)c1cc(NC(=O)CSc2nnc(CN3CCOCC3)n2C)ccc1Cl
    1	0	.	98	-12	-1.0	10	-7	0.0	0
> Cc1ccc(NC(=O)CCc2c(C)nc3ncnn3c2C)cc1
    -4	3	-6	98	3	-1.8	-2	3	0.0	14
> CCN(CC)S(=O)(=O)c1cccc(NC(=O)c2ccc(Sc3nncn3C)c([N+](=O)[O-])c2)c1
    -1	-1	0	102	0	0.1	-6	-1	-0.2	8

Screening results from PubChem.
